ARNT-TACC3 inh: disruptors of ARNT/TACC3 protein interaction, primary screen, biochemical, AlphaScreen, single concentration; inhibition, % at 9.99 µM; Transforming acidic coiled-coil-containing protein 3 (Homo sapiens), Q9Y6A5; AlphaScreen His-ARNT PAS-B/GST-TACC3 binding, luminescence; TACC3 fragment carries E629A point mutation; 390,000 tested, 0.66% active; AID 623870, 2012;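 active = mean inhibition of replicates at least 50% and at least half of replicates each reaching 50%; inconclusive = half or more replicates reach 50% but mean below 50%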;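 note: 0% = complete ARNT plus TACC3 wells and 100% = ARNT alone without TACC3; many hits fall short of the cut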
EWS-Fli block: EWS/Fli-driven NR0B1 reporter inhibitors, primary screen, A673 cells, NR0B1 luciferase, luminescence, MLPCN library; viability-normalised; inhibition, % at 12.6 µM; 350,000 tested, 0.67% active; AID 651661, 2012;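 active = mean inhibition of at least 50% after viability correction, with every replicate also passing that limit; inconclusive = mean reaches 50% but only one of two replicates passes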;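 note: firefly luciferase signal divided by Alamar Blue viability fluorescence both relative to DMSO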
DENV2 CPE rescue: inhibitors of DENV2 cytopathic effect, primary screen, cell-based, plate reader, single concentration. DENV2-infected cells, cytopathic effect rescue. CPE inhibition, % at 9.99 µM. 350,000 tested, 1.7% active. AID 651640, 2012; in the data active = CPE inhibition above about 20%, passing the limit was not always enough; inconclusive = no clear call, values can overlap the other calls; tested in BHK-21 cells;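 note: 0% = median of neutral control wells and 100% = median of positive control wells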
PAX8 reporter: inhibitors of PAX8-driven TPO luciferase reporter, primary screen, RMG-I cells, single concentration. 360,000 tested, 1.2% active. inhibition, % at 12.6 µM. SteadyGlo, 24 h;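 active = mean replicate inhibition at least 60% with every replicate also reaching 60%; inconclusive = only one of the two criteria is met; inactive = mean below 60% and not all replicates reaching 60%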;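 note: luciferase light reporting Pax8 driven TPO promoter activity; plate controls were median of neutral control wells for no effect and mitoxantrone controls for full effect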
CASP6 VEID inh: human caspase-6 inhibitors, primary screen, biochemical, VEID-R110 fluorescence, single point, set 2; purified caspase-6, Z-VEID-R110 cleavage fluorescence; 350,000 tested, 0.53% active; AID 686996, 2013; inhibition, % at 12.5 µM; P55212;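 active = mean inhibition across replicates at least about 35%, with every replicate also reaching that limit, limit read from the data; inconclusive = only one of the two criteria met; inactive = neither criterion met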;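 note: 0% = median of neutral control wells and 100% = no fluorescence left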
Target sequence (P55212 24-179 limits assumed): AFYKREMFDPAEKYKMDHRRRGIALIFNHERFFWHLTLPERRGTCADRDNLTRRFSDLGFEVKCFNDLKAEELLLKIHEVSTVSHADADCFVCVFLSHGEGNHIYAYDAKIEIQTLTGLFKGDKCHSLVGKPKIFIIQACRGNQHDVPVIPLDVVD
Target sequence (P55212 194-293 limits assumed): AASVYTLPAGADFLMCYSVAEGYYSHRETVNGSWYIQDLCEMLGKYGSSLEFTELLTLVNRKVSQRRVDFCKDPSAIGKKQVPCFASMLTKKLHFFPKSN
LGR2 antag: inhibitors of bursicon-induced LGR2 CRE-luciferase signal, primary screen, cell-based, HEK293, CRE-luciferase reporter, bursicon stimulation; 380,000 tested, 0.35% active; AID 720647, 2013; bursicon-stimulated, 4 h; Drosophila bursicon receptor LGR2 (rickets); inhibition, % at 9.99 µM;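 active = drop in luminescence signal, shown as inhibition above about 50% in the replicate tests, limit read from the data, passing the limit was not always enough; inconclusive = probably only some replicates passing the limit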;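 note: agonist challenge used bursicon conditioned medium at about half maximal strength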
SIRT5 block: SIRT5 desuccinylase inhibitors, primary screen, biochemical, fluorescence imaging, single point, set 5. inhibition, % at 15 µM. NAD-dependent protein deacylase sirtuin-5, mitochondrial (Homo sapiens), Q9NXA8. 330,000 tested, 1.1% active. Purified SirT5, succinyl-peptide AMC, trypsin-coupled fluorescence. AID 652115, 2013; in the data active = inhibition above about 15%; inconclusive = no clear call, values can overlap the other calls
Target sequence (Q9NXA8 whole entry, looked up): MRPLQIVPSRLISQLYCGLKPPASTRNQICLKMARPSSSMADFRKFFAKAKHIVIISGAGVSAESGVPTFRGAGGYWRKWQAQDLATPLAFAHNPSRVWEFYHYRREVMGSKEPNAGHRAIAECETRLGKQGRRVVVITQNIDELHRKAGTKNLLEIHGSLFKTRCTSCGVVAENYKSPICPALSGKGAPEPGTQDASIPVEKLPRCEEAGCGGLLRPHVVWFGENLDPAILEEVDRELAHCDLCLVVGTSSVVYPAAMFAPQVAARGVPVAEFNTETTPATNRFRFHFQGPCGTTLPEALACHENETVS
Active calls of the source: *; ? = inconclusive; . = not tested or not shown; & = joins results of further samples. Compounds as they come; 4.9% or so of the library scored in one or more.

Results follow in this order: LGR2 antag	DENV2 CPE rescue	PAX8 reporter	ARNT-TACC3 inh	EWS-Fli block	CASP6 VEID inh	SIRT5 block
Cc1ccc(-c2nc3c(c(SCC(=O)N4CCOCC4)n2)Cc2c(CO)cnc(C)c2O3)cc1
  3	-1	22	1	-9	4	4
CC(=O)Oc1ccccc1/C=C/c1ccc2ccccc2[n+]1C
  -32	-3	-75	2	-93	-3	-1
c1ccc2c(c1)nc(NCc1ccc3c(c1)OCO3)n2CCN1CCOCC1
  -12	2	-17	.	-6	1	-1
Cc1ccc(NC(=O)CSc2n[nH]c(-c3ccncc3)n2)c(C)c1
  -8	12	-5	5	4	-2	9
C=CCNC(=O)C(=O)N/N=C/c1cccc(Br)c1
  -1	1	28	6	4	-6	1
COCCSc1nnc(NC(=O)C2CC(=O)N(c3ccc(OC)cc3)C2)s1 (stereo not given)
  2	-3	14	5	9	-2	0
O=C(Nc1nnc(SCc2ccc(F)cc2)s1)c1ccc2ncsc2c1
  -33	0	-87	-59	-26	21	3
O=C(c1ccc(CNc2c(N3CCCC3)c(=O)c2=O)cc1)N1CC=C(c2ccccc2)CC1
  -9	-7	7	4	7	5	-1
CC(C)NC(=O)N(C)C[C@H]1OCCCC[C@@H](C)Oc2ccc(NC(=O)Nc3ccc(F)cc3)cc2C(=O)N([C@H](C)CO)C[C@@H]1C
  -8	1	-18	-5	-23	0	-2
Oc1ccc(Nc2nc(-c3cccs3)cs2)cc1
  -17	.	24	-5	.	.	.
Clc1ccc(-c2ccc(CNCC3CCCO3)o2)cc1 (stereo not given)
  -21	8	-31	7	-34	-4	7
O=C1NC(=Nc2cccnc2)S/C1=C\c1cccc(F)c1
  -12	-1	-35	-1	6	-2	0
CCCn1nc(C(=O)Nc2cccc(S(=O)(=O)N3CCOCC3)c2)c2ccccc2c1=O
  -3	-3	19	.	8	3	1
CN(C)C(=O)c1cccc(-c2ccc(C3[C@@H]4CN(C(=O)Cc5ccccc5)C[C@H]3N4)cc2)c1 (stereo not given in full)
  1	12	-11	.	-1	.	.
NC(=O)C1CC(=O)N(c2ccc(OCC(=O)Nc3ccc(Cl)cc3)cc2)C1 (stereo not given)
  -3	-2	6	-5	5	0	-2
CCC(C)NS(=O)(=O)c1ccc(NC(=O)CNCc2cccs2)cc1 (stereo not given)
  0	5	24	-4	7	2	-3
CNC(=O)C1=C[C@@H](c2ccc(OC)cc2)C[C@@H](OCCCCO)O1
  .	2	0	0	4	0	3
Cc1ccc(SCC(=O)NNC(=O)CNC(=O)c2ccccc2F)cc1
  5	-5	.	-6	-2	-1	-2
Cc1ccc(OCC(=O)Nc2ccc3c(c2)nc(CCN2CCCC2)n3C)cc1
  -16	?	7	.	-8	-19	-2
CNC[C@H]1OCCCC[C@H](C)Oc2ccc(N)cc2C(=O)N([C@@H](C)CO)C[C@@H]1C
  5	19	-8	-2	-11	0	-4
CC(C)NC(=O)N(C)C[C@@H]1OCCCC[C@@H](C)Oc2ccc(NC(=O)c3ccncc3)cc2C(=O)N([C@H](C)CO)C[C@@H]1C
  -6	-7	-7	0	-3	-1	1
CCc1nc(N2[C@H](C#N)[C@@H](c3ccccc3-c3ccccc3C)[C@@H]2CO)sc1C
  -10	6	1	.	-5	2	7
Cc1ccc([C@@H]2C[C@H]3[C@@H](CN2S(=O)(=O)c2ccc(Cl)cc2)C(=O)C[C@@H](c2cccc4ccccc24)N3S(=O)(=O)c2ccc(C)cc2)cc1
  13	6	-13	.	-1	0	-1
C/C(N)=C(/C#N)C(=O)CSc1nnc(SCc2ccc(Cl)cc2)s1
  -28	1	-46	-4	-4	0	-1
COc1cc(OC)cc(-c2c(Sc3ccccc3)c3cc(-c4cnc(OC)nc4)ccc3n2C)c1
  -11	1	-10	.	5	0	-4
CC1(CC(=O)NNC(=O)Nc2ccccc2)OCCCO1
  4	-5	11	-4	-11	0	-2
N#C/C(=C\c1ccc(O)cc1)c1nc2ccccc2o1
  -69	2	-130	7	-32	2	-2
CN(Cc1ccccc1)C(=O)c1ccc(NC(=O)Cc2ccc(NC(=O)C3CCN(C(=O)C4CC4)CC3)cc2)cc1
  -14	-6	-9	.	1	1	.
Cc1ccc(S(=O)(=O)N(C)C)cc1NC(=O)CCc1ccccc1
  5	-7	-25	-4	4	5	3
COc1cc2c(cc1OC)CN(Cc1cc(=O)oc3c(C)c(C)ccc13)CC2
  1	.	16	-9	.	4	.

Next section:
Results follow in this order: LGR2 antag	DENV2 CPE rescue	PAX8 reporter	ARNT-TACC3 inh	EWS-Fli block	CASP6 VEID inh	SIRT5 block
CCCCn1c(N)c(N(CC)C(=O)c2cc3c(s2)CCCCC3)c(=O)[nH]c1=O
  9	-3	7	-1	-4	2	0
COc1cc(O)c2c(=O)c3c(O[C@H]4O[C@@H](CO)[C@H](O)[C@@H](O)[C@@H]4O)ccc(O)c3oc2c1
  -4	?	11	-2	-8	-2	-3
CC(C)NC(=O)N1Cc2cc(C(=O)NC3CCCCC3)nc(-c3cccc(-c4cccnc4)c3)c2[C@@H]1CCO
  -26&13	4&-7	-5	.	14&10	0&6	-1&4
O=C1CNC(=S)N1C1CCCCCC1
  -4	-5	-15	11	5	1	-4
O=C1Nc2ccccc2N(O)N1c1ccc(S(=O)(=O)N2CCOCC2)cc1
  -11	0	1	-10	-11	1	1
COCC(=O)N1CC2(C1)[C@@H](c1ccccc1)[C@@H](CO)N2C(=O)NC1CCCC1
  16	-3	-4	.	-5	-1	.
Cc1[nH]nc(SCC(=O)N(C)c2ccccc2)c1[N+](=O)[O-]
  -8	6	-16	-3	5	-3	0
C[C@H](CO)N1C[C@H](C)[C@@H](CN(C)C(=O)Nc2ccc(F)cc2)Oc2c(NC(=O)Nc3cccc4ccccc34)cccc2C1=O
  -3	-7	39	18	8	-5	1
COC(=O)Cc1n[nH]c(=O)c2ccccc12
  5	3	.	-40	7	-1	1
O=C(NCCN1CCNC1=O)C1CCC(=O)N(CCc2ccccc2)C1 (stereo not given)
  -7	-4	3	5	.	-1	-2
Cc1cccc(NS(=O)(=O)c2ccc(C)c(C(=O)NCc3ccncc3)c2)c1
  -5	1	7	-2	-4	4	-6
N#CC(c1ccccc1)c1cnccn1 (stereo not given)
  0	-2	3	-2	-8	-4	-4
Cc1noc(C)c1NC(=O)Nc1ccc2c(c1)C(=O)N([C@@H](C)CO)C[C@@H](C)[C@@H](CN(C)Cc1ccc3c(c1)OCO3)OCCCC[C@@H](C)O2
  5	11	4	-2	-1	.	.
CCCC(=O)N1CC2(C1)CN(CC1CC1)[C@@H](CO)c1[nH]c3cc(OC)ccc3c12
  -18	-1	.	.	-12	0	3
Cc1cc(=O)oc2cc(OCC(=O)OC(C)C(=O)Nc3ccc(S(N)(=O)=O)cc3)ccc12 (stereo not given)
  7	3	9	-1	-6	1	.
CC(C)C#Cc1cnc2c(c1)C(=O)N([C@@H](C)CO)C[C@@H](C)[C@H](CN(C)C(=O)CN1CCOCC1)O2
  12	-7	.	-2	-2	1	-2
CC(C)(C)[C@H]1C=C(C(=O)O)O[C@@H](OCc2ccc(CO)cc2)C1
  -18	1	-20&4	-6&2	0&5	0	3
COc1cccc(S(=O)(=O)N[C@H]2CC[C@@H](CC(=O)NCc3ccccc3)O[C@H]2CO)c1
  -23	-1	3	6	-4	2	-3
CO[C@@H]1CN(C)C(=O)c2cc(NC(=O)Nc3ccccc3)ccc2OC[C@H](C)N(CC2CC2)C[C@H]1C
  7	-3	.	-2	2	.	1
CCCc1nc2c(c(=O)c3ccccc3n2C)c(=O)n1-c1ccc(F)cc1
  2	.	21	26	.	.	.
COc1ccc(NC(=O)/C(C#N)=C/c2c(C)nn(-c3ccc(F)cc3)c2Cl)cc1OC
  23	-5	7	1	13	2	-1
O=C(CNC(=O)Cc1ccccc1)N=Nc1c(O)n(Cc2ccc3c(c2)OCO3)c2ccccc12
  -14	-3	4	-9	66*	1	.
COC1=CC(=O)C=C(OC)C1(O)CC(C)=O
  .	12	.	6	-8	7	.
Cc1noc(C)c1NC(=O)Nc1cccc2c1O[C@@H](CN(C)Cc1ccc(Cl)c(Cl)c1)[C@H](C)CN([C@@H](C)CO)C2=O
  29	-3	25	-4	-1	1	1
O=C(N/N=C/c1ccc2c(c1)OCO2)c1ccc2ccccc2n1
  -39	-2	-14	-6	-11	7	-3
CC(C)(C)NC(=O)Cn1cnc2cc([N+](=O)[O-])ccc2c1=O
  -3	1	4	7	0	-2	-2
O=C(Nc1ccc(C(=O)O)cc1)/C(=C\c1ccc2c(c1)OCO2)NC(=O)c1ccc(Br)cc1
  -3	-5	-10	-3	4	6	5
O=C(COC(=O)CCc1nc2ccccc2c(=O)[nH]1)Nc1ccc(N2CCOCC2)cc1
  4	-1	-7	-5	0	0	-8
COc1ccc2c3c(n(C)c2c1)[C@H](CO)N(C)CC31CN(C(=O)c2ccc3c(c2)OCO3)C1
  0	1	2	.	-5	0	0
CC(C)(C)NC(=S)N1CCC2CC1c1cc(-c3ccc4c(c3)OCO4)ccc12 (stereo not given)
  -3	17	17	.	-18	-4	-4

(next part)
Results follow in this order: LGR2 antag	DENV2 CPE rescue	PAX8 reporter	ARNT-TACC3 inh	EWS-Fli block	CASP6 VEID inh	SIRT5 block
N#Cc1sc(=O)[nH]c1Cl
  27	0	2	.	6	1	.
CCN(CC(=O)Nc1c(F)cccc1F)C(=O)c1ccc(C2SCCS2)cc1
  1	7	3	-12	-3	-7	-3
Cc1cccc(-n2cc(CNCCN3CCOC3=O)c(-c3cccc(F)c3)n2)c1
  -67	2	-18	6	-21	9	-11
O=C(c1cn(-c2ccc(Cl)c(Cl)c2)nn1)C1CC1
  -15	6	5	3	-30	-3	-20
CC(=O)c1ccc(C(=O)Nc2sc3c(c2C(N)=O)CCN(Cc2ccccc2)C3)cc1
  -7	20	10	-5	8	-3	-7
CCOCCCNC(=S)N1CCN(c2nc(-c3ccccc3)cs2)CC1
  12	-2	32	5	17	-5	0
c1ccc2c(c1)CCN(C1CCCCC1)C2
  0	6	9	-11	7	-4	-2
COCCN(Cc1ccc(C)cc1)C(=O)[C@@H](Cc1ccccc1)NC(=O)[C@H]1O[C@@H](n2ccc(=O)[nH]c2=O)[C@H](O)[C@@H]1O
  -16	-9	-7	.	-15	-1	-2

Screening results deposited in PubChem by Broad Institute.
